# Anesthetic bind: candidate novel general anesthetic via apoferritin binding; P02791; apoferritin/1-aminoanthracene competitive binding, fluorescence; Potency, µM (top dose mostly 77.5 µM), without a hit: at the highest dose activity change, negative = displacement, hits mostly inhibitors; 350,000 tested, 0.074% active; AID 485281; note: % is set by controls: 0 for no effect and ±100 for the full control effect; nearly all actives have a fitted effect of over 20% in size
#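 Steps: apoferritin (10 uM) was premixed with half-saturated 1-AMA in PBS, compounds were pin-transferred, plates stood 10 min at room temperature, fluorescence was read at 380/535 nm, and curves were fitted with a Hill equation.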
# POLH inh: DNA polymerase eta (human) inhibition; Q9Y253; recombinant Pol eta, fluorescent DNA replication assay; Potency, µM (highest dose often 114 µM), without a hit: at the top dose activity change, negative = inhibition, hits mostly inhibitors; 390,000 tested, 1.2% active; AID 588591; note: % is set by controls: 0 for no effect and ±100 for the full control effect
#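 Pol eta at 10 nM preincubated with compounds 15 min at room temperature; reaction started with fluorescent substrate (50 nM final) and read kinetically at 0 and 10 min.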
# Pol iota inh: inhibitors of human DNA polymerase iota. Q9UNA4. 390,000 tested, 1% active. Potency, µM (top dose mostly 115 µM), inactives show top-dose activity, negative = inhibition, actives largely listed as inhibitors. AID 588590. Pol iota fluorescent replication assay, 10 min
# Target sequence (Q9UNA4 whole entry, looked up): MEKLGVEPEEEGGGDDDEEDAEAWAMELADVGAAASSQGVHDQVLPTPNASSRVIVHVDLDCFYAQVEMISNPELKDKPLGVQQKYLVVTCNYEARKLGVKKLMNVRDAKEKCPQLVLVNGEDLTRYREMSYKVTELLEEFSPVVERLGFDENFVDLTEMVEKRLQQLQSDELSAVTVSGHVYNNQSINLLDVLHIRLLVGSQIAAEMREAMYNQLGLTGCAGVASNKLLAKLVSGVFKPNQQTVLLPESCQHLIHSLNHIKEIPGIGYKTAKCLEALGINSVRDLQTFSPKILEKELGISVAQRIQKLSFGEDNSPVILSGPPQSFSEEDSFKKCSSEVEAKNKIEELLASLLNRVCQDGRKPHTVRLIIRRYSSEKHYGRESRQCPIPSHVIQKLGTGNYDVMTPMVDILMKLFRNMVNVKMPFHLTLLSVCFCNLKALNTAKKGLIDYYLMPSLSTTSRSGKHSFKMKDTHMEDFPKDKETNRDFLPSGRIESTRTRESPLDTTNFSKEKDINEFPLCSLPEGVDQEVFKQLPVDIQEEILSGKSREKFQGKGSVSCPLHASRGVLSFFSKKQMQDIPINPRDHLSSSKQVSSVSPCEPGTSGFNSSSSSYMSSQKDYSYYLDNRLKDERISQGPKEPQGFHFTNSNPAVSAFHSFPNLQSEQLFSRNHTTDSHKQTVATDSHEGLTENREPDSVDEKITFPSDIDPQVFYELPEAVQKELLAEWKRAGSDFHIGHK
#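 Pol iota at 10 nM preincubated 15 min with compounds at room temperature; reaction started with fluorescent substrate, 50 nM final. Fluorescence read kinetically at 0 and 10 min; buffer-only wells as negative control.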
# BAZ2B inh: inhibitors of human BAZ2B bromodomain; AlphaScreen BAZ2B-H3K14Ac peptide displacement; Q9UIF8; Potency, µM (titrated, usually from 114 µM), for inactives: at the highest dose activity change, negative = inhibition, actives largely listed as inhibitors; 360,000 tested, 4.4% active; AID 504333; note: % is set by controls: 0 for no effect and ±100 for the full control effect; nearly all actives have a fitted effect of over 60% in size
#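 BAZ2B 50 nM plus b-H3(5-23)K14Ac 50 nM, PBS pH 7.4/0.01% Tween-20, 30 min RT; compound added (max 110 uM), 30 min RT; streptavidin donor/Ni-chelate acceptor beads 10 ug/mL final, 20 min dark; AlphaScreen read.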
# Pol kappa inh: DNA polymerase kappa (human) inhibition; Q9UBT6; purified Pol kappa, fluorescent DNA synthesis assay, 10 min; Potency, µM (series often up to 107 µM), without a hit: top-dose activity, negative = inhibition, actives largely listed as inhibitors; 400,000 tested, 0.53% active; AID 588579; note: % is set by controls: 0 for no effect and ±100 for the full control effect
#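 Kinetic fluorescence readout at 0 and 10 min followed reaction start with substrate at 50 nM final. Beforehand, enzyme (10 nM Pol kappa) stood 15 min with compound at room temperature; buffer-only wells were negative controls.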
# G9a block: G9a (human) methyltransferase inhibition | Potency, µM (highest dose often 102 µM), without a hit: at the highest dose activity, negative = inhibition, usual class: inhibitors | Q96KQ7 | 350,000 tested, 8.8% active | AID 504332 | G9a H3K9 monomethylation, AlphaScreen, 2 h; note: % is set by controls: 0 for no effect and ±100 for the full control effect; nearly all actives have a fitted effect of over 75% in size
# Target sequence (Q96KQ7 913-1193 limits assumed): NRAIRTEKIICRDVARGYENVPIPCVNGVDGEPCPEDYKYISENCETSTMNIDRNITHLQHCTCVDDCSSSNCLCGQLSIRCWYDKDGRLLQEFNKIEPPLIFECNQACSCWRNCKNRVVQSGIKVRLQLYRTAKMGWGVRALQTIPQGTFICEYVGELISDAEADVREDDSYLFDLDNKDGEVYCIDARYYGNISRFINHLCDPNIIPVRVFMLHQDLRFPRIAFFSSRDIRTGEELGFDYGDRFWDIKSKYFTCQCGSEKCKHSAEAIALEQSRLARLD
#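 Signal arises when biotinylated H3K9 peptide, once monomethylated, bridges streptavidin donor and antibody-captured acceptor beads. Enzyme at 20 nM was preincubated 15 min with test compounds; peptide 500 nM and SAM 20 uM then reacted for 2 h.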
# POLB inh: DNA polymerase beta (human) inhibition. Potency, µM (doses to about 114 µM), for inactives: at the highest dose activity change, negative = inhibition, most hits filed as inhibitors. 340,000 tested, 1.3% active. AID 485314. Pol beta primer extension/strand displacement, fluorescence kinetic. P06746; note: % is set by controls: 0 for no effect and ±100 for the full control effect
#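 Kinetic readout of DNA synthesis with strand displacement by Pol beta. Compound and 10 nM enzyme sit 15 min at room temperature; 50 nM substrate starts the reaction, read immediately and at 10 min.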
# BLM inh: Bloom syndrome helicase (human) inhibition. P54132. recombinant BLM DNA unwinding, fluorescence dequenching. Potency, µM (titrated, usually from 56.1 µM), without a hit: at the highest dose activity change, negative = inhibition, hits mostly inhibitors. 350,000 tested, 0.2% active;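 note: plate controls were vehicle for no effect and no enzyme for full effect; nearly all actives have a fitted effect of over 35% in size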
# APEX1 inh: APE1 (human) endonuclease inhibition. P27695. recombinant APE1, TAMRA/BHQ-2 abasic DNA cleavage fluorescence. Potency, µM (highest dose often 65.8 µM), for inactives: top-dose activity change, negative = inhibition, actives largely listed as inhibitors. 350,000 tested, 0.35% active. AID 2517;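 note: plate controls were vehicle for no effect and reference inhibitor for full effect; nearly all actives have a fitted effect of over 55% in size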
#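 APE1 at 0.75 nM preincubated 15 min at room temperature with compound. Reaction then started with 50 nM double-stranded THF-abasic substrate labelled with TAMRA/BHQ-2, and 525/598 nm fluorescence read kinetically. Activity taken as third-minus-first read difference, normalized to DMSO and NSC13755 controls.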
# Active calls of the source: *; ? = inconclusive; . = not tested or not shown; [ ] = remark or other dose. Calls come from the whole dose curve; as a rule, active = well fitted curve in the direction sought with a large enough effect; inconclusive = small, poorly fitted or top-dose-only effect, or another doubt; inactive = no such curve, though single readings can be large; an effect the other way counts as inactive or inconclusive. Potency is the fitted concentration of half-maximal effect.
cpd	canonical_smiles	APEX1 inh	POLH inh	POLB inh	Pol iota inh	G9a block	BAZ2B inh	BLM inh	Pol kappa inh	Anesthetic bind
1	CC1CCC2(CC1)NC(=O)N(CC(=O)c1cn(CCC#N)c3ccccc13)C2=O (stereo unspecified)	3%	-6%	4%	35%[activator]	25%	16%	0%	7%	-4%
2	CCSCc1nc(N)nc(NCCc2ccccc2)n1	-21%	-23%	0%	30%[activator]	23%	-2%	0%	-11%	-9%
3	COc1ccc(CC(=O)Nc2ccc(N3CCOCC3)cc2)cc1S(=O)(=O)N1CCOCC1	16%	30%[activator]	16%	2%	4%[59 µM]	1%	-1%	-6%	6%
4	CC(=O)C1=C(O)C(=O)N(c2ccc(Br)cn2)C1c1ccccc1[N+](=O)[O-] (stereo unspecified)	-11%	-3%	0%	23%	40µM*	-30%	-1%	-6%	-3%
5	CC(=O)Nc1ccc(S(=O)(=O)N2CCC(c3nc4ccc(C)cc4[nH]3)CC2)cc1	13%	-18%	3%	2%[58.9 µM]	?	14%	3%	-12%	3%
6	Cc1ccc(S(=O)(=O)N(CC(=O)N2CCc3ccccc3C2)c2cccc(Cl)c2)cc1	-12%	-24%	-3%	14%	7%[59 µM]	-25%	-4%	-4%	-21%
7	CCC(C)(C)c1nnc(NC(=O)C2CC(=O)N(CCc3ccc(F)cc3)C2)s1 (stereo unspecified)	33%	-11%	-3%	70%[activator]	45µM*	2%	0%	-3%	-11%
8	CN1CCC(OC(=O)Cc2ccc(Cl)cc2)CC1	3%	-11%	-4%	8%	-37%	-14%	-3%	3%	-8%
9	Cn1ccnc1C(=O)c1ccc(S(=O)(=O)N2CCCC2)cc1	3%	-9%	5%	121%[activator]	16%[0.0925 µM]	-12%	-4%	-2%	-12%
10	Cc1c(NC(=O)c2cccs2)cccc1-c1nc2ccccc2s1	-4%	-18%	-2%	-13%	?	1%	-2%	-14%	-3%
11	CC(=O)Nc1ccc(S(=O)(=O)NCCC(=O)N2CCN(c3ccccc3Cl)CC2)cc1	8%	-7%	.	6%	.	.	.	-4%	.
12	Nc1nc(N2CCN(c3ccccn3)CC2)nc2ccccc12	-15%	-12%	1%	?	-24%	-4%	1%	-6%	-8%
13	CCCCOc1ccc(/C=C/C2=CC(C)(C)NC(=S)N2)cc1OCC	-4%	-22%	25%	10%	?	-9%	-16%	-13%	?
14	CN1CCC(N(C)S(=O)(=O)c2ccc(NC(=O)c3ccc(S(=O)(=O)N(C)C)cc3)cc2)CC1	8%	-3%	.	63%[activator]	.	.	.	-10%	.
15	O=C(Nc1ccc(F)cc1)c1ccc2nc[nH]c2c1	0%	-2%	?	-5%	-8%	-9%	-8%	-13%	-6%
16	COc1ccc(OCCSc2ncc(CO)n2C)cc1	13%	-13%	33%	-3%	5%[2.33 µM]	-1%	-3%	-7%	2%
17	COc1ccc(C(=O)Nc2cccc(-c3cn4ccsc4n3)c2)c(OC)c1	.	-15%	22%	0%	-5%[59 µM]	?	0%	-8%[60.1 µM]	37%[activator]
18	COc1cccc(N2CCN(C(=S)Nc3cc(C)cc(C)c3)CC2)c1	9%	13%	44%	29%	.	2%	-2%	-8%	-4%
19	COc1ccc(S(=O)(=O)N2CCC(C(=O)Nc3cccc(Cl)c3)CC2)cc1OC	-3%	-11%	-4%	-1%	.	-15%	-5%	-14%[60.1 µM]	-19%
20	COc1cccc(NC(=O)c2cccs2)c1	3%	8%	-29%	23%	18%[59 µM]	5%	2%	-1%	-5%
21	Cc1onc(-c2ccccc2)c1C(=O)O/N=C(\N)c1ccc([N+](=O)[O-])o1	-4%	-12%	3%	26%	45µM*	-38%	-7%	1%	5%
22	COc1ccc(/C=N/NC(=O)c2ccc[nH]2)cc1	4%	-20%	21%	15%	5%	-23%	-5%	-4%	-7%
23	COc1ccccc1N1CCN(C(=O)c2oc3cc(C)cc(C)c3c2C)CC1	3%	-11%	0%	10%	-12%[59 µM]	-11%	-7%	-4%	-20%
24	Cc1ccc(NC(=O)C2CCN(S(=O)(=O)c3ccc4c(c3)NC(=O)C(C)S4)CC2)c(C)c1 (stereo unspecified)	-11%	?	1%	?	70%[activator]	-1%	-6%	1%	-15%
25	Cc1cc(C)n2cc(COc3ccccc3)nc2n1	2%	-17%	55%	2%	-12%	3%	7%	3%	-9%
26	CC(C)CN1CCN(Cc2ccc(C#CC(C)(C)O)cc2)CC1CCO (stereo unspecified)	7%	-14%	31%	152%[activator]	?	-5%	-3%	4%	-12%
27	CN1C(=O)S/C(=C\c2ccccc2OCc2ccc(C(=O)O)cc2)C1=O	11%	?	-1%	19%	-47%	-23%	-6%	-7%	-6%
28	Cc1ccc(S(=O)(=O)N2CCCCC2)cc1C(=O)OCC(=O)NC(=O)NC12CC3CC(CC(C3)C1)C2	21%	-5%	0%	13%	-1%[59 µM]	-4%	-1%	5%	?
29	CCCS(=O)(=O)N1CCC(C(=O)NCCCN(C)Cc2ccccc2)CC1	1%	-3%	0%	12%	6%[59 µM]	-5%	-1%	-14%	2%
30	COc1ccc(CCNC(=O)CCN2C(=O)C(C)Oc3ccc(C)cc32)cc1OC (stereo unspecified)	-2%	-7%	23%	5%	66%[activator][12.7 µM]	1%	2%	3%	-7%
31	Cc1cccc(NC(=O)Cn2nnc(C(=O)NCc3cccs3)c2N)c1C	8%	-10%	0%	6%	-6%[59 µM]	-3%	-7%	-27%	-20%
32	CNCc1ccccc1OCc1ccc(F)cc1	3%	-10%	-8%	44%[activator]	37%[activator][12.7 µM]	-19%	-2%	-1%	-9%
33	Cc1c(O)c(S(=O)c2ccccc2)c(=O)n(-c2ccccc2)c1-c1ccccc1 (stereo unspecified)	-4%	-5%	1%	1%	?	0%	-3%	-2%	-11%
34	CSc1ccccc1NC(=O)CCn1c(=O)oc2ccccc21	49%	-12%	5%	-14%	0%	-26%	-1%	12%	-5%
35	Cc1nc2cnc(N3CCN(C)CC3)nc2n(-c2ccccc2)c1=O	1%	.	.	.	9%[0.501 µM]	.	-12%	5%[60.1 µM]	.
36	CCN(CC)c1nc(SCC(=O)O)nc(N(CC)CC)n1	-5%	-11%	-1%	-2%	2%[59 µM]	-1%	-1%	-1%	-3%
37	COC(=O)C1C(=O)C2=C(CC1C)NC(C)=C(C(=O)OC(C)C)C2c1ccc(OC)c(O)c1 (stereo unspecified)	2%	1%	16%	-9%	17%[0.0925 µM]	2%	-2%	-7%	-12%
38	O=C(Nc1cccc(S(=O)(=O)N2CCCC2)c1)c1ccc2c(c1)OCO2	4%	-4%	43%	23%	?	-6%	-3%	-3%	7%
39	CCN(C(=O)c1ccco1)c1nc(CC(=O)Nc2ccc(Cl)cc2)cs1	-4%	-10%	12%	2%	-16%[59 µM]	-7%	-9%	0%	-15%
40	Cc1cccc(C)c1NC(=O)COc1ccccc1C(=O)Nc1ccc(Br)cn1	6%	-12%	1%	167%[activator]	21%[59 µM]	8%	3%	-12%	1%
41	COc1ccc2c(Cl)c(C(=O)NCCCn3ccnc3)sc2c1	4%	-1%	0%	13%	?	?	-7%	-6%	3%
42	CCCC[C@@H]1C=C(C(=O)O)[C@H](c2ccc(Br)cc2)N1S(=O)(=O)c1ccc(C)cc1	10%	-6%	.	-9%	.	.	.	-17%	.
43	Cc1cccc(-c2nn(-c3ccccc3)cc2C(=O)Nc2cccc(S(=O)(=O)NC3=NCCC3)c2)c1	-16%	-12%	.	33%[activator]	-39%	-1%	.	-12%	.
44	CCn1c2ccccc2c2cc(N)ccc21	-2%	-17%	9%	-4%	5.6µM*	-32%	-6%	-8%	?
45	Cc1ccc(COc2ccc(/C=N/NC(=O)c3nnn(-c4nonc4N)c3COc3ccc(F)cc3)cc2)cc1	3%	-4%	-19%	38%[activator]	25%[12.7 µM]	0%	-3%	3%	-4%
46	CCOC(=O)C(NC(=O)CC)(Nc1nc2c(s1)CCCC2)C(F)(F)F (stereo unspecified)	15%	-8%	7%	-21%	?	5%	3%	-8%	1%
47	CC(NC(=O)CSc1nc(-c2ccccc2F)nc2cc(=O)[nH]n12)c1nc2ccccc2n1C (stereo unspecified)	.	-11%	-5%	-3%	29%[59 µM]	-3%	0%	-3%	-5%
48	COc1ccc([C@@H]2[C@@H]3C(=O)N(C(C)(C)C)C(=O)[C@@H]3[C@]3(Cc4ccccc4)C(=O)N(c4cccc(Br)c4)C(=O)N23)cc1	23%	-23%	.	38%[activator]	-85%[2.33 µM]	7%	.	-2%	.
49	CN(C)S(=O)(=O)c1cc(NC(=O)CN2CCN(c3ccccc3)CC2)ccc1Cl	1%	-21%	2%	9%	14%[59 µM]	-39%	3%	-5%	-21%
50	Cc1ccc(C(=O)C(C)OC(=O)CN2C(=O)NC3(CCCC3)C2=O)cc1C (stereo unspecified)	32%	-13%	.	33%[activator]	-18%	7%	.	-7%	.
51	COc1cccc(C2NC(=O)c3ccccc3O2)c1OC (stereo unspecified)	5%	0%	0%	8%	-12%	5%	3%	-1%	?
52	Cc1nnc(SC(C)C#N)n1-c1ccccc1 (stereo unspecified)	0%	-17%	-2%	7%	10%	2%	-11%	2%	-1%

# Filtered by structure, the entries above containing a thiophene ring, fused or not (4)
cpd	canonical_smiles	APEX1 inh	POLH inh	POLB inh	Pol iota inh	G9a block	BAZ2B inh	BLM inh	Pol kappa inh	Anesthetic bind
10	Cc1c(NC(=O)c2cccs2)cccc1-c1nc2ccccc2s1	-4%	-18%	-2%	-13%	?	1%	-2%	-14%	-3%
20	COc1cccc(NC(=O)c2cccs2)c1	3%	8%	-29%	23%	18%[59 µM]	5%	2%	-1%	-5%
31	Cc1cccc(NC(=O)Cn2nnc(C(=O)NCc3cccs3)c2N)c1C	8%	-10%	0%	6%	-6%[59 µM]	-3%	-7%	-27%	-20%
41	COc1ccc2c(Cl)c(C(=O)NCCCn3ccnc3)sc2c1	4%	-1%	0%	13%	?	?	-7%	-6%	3%

# High-throughput results (PubChem)

# The list is partial. The share of hits here may be higher or lower than overall.
